Source: PubChem BioAssay (National Center for Advancing Translational Sciences (NCATS))
JMJD2A Tudor: blocks the human JMJD2A Tudor domain. 4.4% of 390,000 active. AlphaScreen JMJD2A-Tudor / H3K4me3 peptide binding. Potency, µM (top dose mostly 114 µM), for inactives: at the highest dose activity change, negative = inhibition, hits mostly inhibitors. O75164; active = well fitted inhibition curve with a large enough effect; inconclusive = small, poorly fitted or top-dose-only effect; inactive = no such curve, though single readings can be large or run the other way; note: nearly all actives have a fitted effect of over 50% in size
Target sequence (O75164 whole entry, looked up, the tested form may be a part): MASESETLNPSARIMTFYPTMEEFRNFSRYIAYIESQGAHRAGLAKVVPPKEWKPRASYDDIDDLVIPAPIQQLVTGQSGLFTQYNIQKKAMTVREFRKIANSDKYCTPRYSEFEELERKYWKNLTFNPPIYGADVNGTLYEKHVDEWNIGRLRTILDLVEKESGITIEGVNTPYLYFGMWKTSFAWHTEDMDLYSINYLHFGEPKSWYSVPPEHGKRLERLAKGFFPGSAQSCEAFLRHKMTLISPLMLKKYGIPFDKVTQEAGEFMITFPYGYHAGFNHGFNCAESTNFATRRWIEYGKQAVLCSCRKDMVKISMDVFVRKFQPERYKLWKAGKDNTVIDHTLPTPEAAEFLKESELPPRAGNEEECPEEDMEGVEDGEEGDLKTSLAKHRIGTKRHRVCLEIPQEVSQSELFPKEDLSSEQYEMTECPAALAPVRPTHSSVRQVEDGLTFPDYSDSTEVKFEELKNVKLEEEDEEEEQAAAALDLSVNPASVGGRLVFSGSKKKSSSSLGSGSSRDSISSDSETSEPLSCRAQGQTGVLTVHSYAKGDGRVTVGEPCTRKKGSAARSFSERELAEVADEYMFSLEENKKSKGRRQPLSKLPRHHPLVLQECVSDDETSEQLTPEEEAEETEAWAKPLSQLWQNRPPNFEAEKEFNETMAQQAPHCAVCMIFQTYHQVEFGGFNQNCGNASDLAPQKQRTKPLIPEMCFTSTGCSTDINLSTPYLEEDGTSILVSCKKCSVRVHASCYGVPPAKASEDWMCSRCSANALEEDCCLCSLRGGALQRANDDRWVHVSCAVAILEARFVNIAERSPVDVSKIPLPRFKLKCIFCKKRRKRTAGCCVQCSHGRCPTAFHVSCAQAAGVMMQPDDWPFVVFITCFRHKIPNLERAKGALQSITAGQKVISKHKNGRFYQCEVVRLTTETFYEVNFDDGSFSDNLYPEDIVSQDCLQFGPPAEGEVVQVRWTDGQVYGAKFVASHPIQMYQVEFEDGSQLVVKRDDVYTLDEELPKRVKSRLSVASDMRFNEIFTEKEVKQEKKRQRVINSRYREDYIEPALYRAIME
An asterisk follows results filed as active; ? = inconclusive; & = joins results of further samples; [ ] = remark or other dose. % is set by controls: 0 for no effect and ±100 for the full control effect; potency is the fitted concentration of half-maximal effect. An excerpt. The share of hits here may be higher or lower than overall.

SMILES | JMJD2A Tudor
COc1ccc(C2c3c(nc(CCc4ccccc4)[nH]c3=O)Oc3ccc4ccccc4c32)cc1OC (stereo not drawn) | -18%
CC(C)(C)OC(=O)NCc1nnc(-c2cc3ccccc3[nH]2)o1 | -12%
Cc1cc2c(s1)c1cnn(Cc3cccc(F)c3)c(=O)c1n2C | -27%
O=C(OCC#CCSc1nnc(-c2cccc3ccccc23)o1)c1cc2ccccc2s1 | 0%
O=C(CNC(=O)c1ccc(Cl)c(C(F)(F)F)c1)OC(C(=O)Nc1cc(C(F)(F)F)ccc1Cl)c1ccccc1 (stereo not drawn) | -21%
COc1ccc(C2c3c(n(CCc4ccccc4)cnc3=N)Oc3ccc4ccccc4c32)cc1OC (stereo not drawn) | 56µM*
Cn1c2cc(C#N)sc2c2cnn(Cc3ccccc3F)c(=O)c21 | -13%&-10%
O=C(OCC#CCSc1nnc(-c2cccc(F)c2)o1)c1ccc(F)cc1 | 59%[activator]
CC(C)(C)OC(=O)Cc1nnc(C(C(=O)OCc2ccccc2)c2ccccc2)s1 (stereo not drawn) | -8%
Cc1ccc(NS(=O)(=O)c2ccc(F)cc2)cc1C | -3%
O=S1(=O)N=C(Oc2ccc(Br)cc2)c2ccccc21 | -30%
Cn1c(NC2=NC3(CCCC3)C3=C(CCCC3=O)N2)nc2ccccc21 | 6%
COc1cc(F)c(S(=O)(=O)N2CCCN(S(=O)(=O)c3ccc(N)cc3)CC2)c(F)c1 | -14%
O=C1CCCC2=C1C1(CCCC1)N=C(Nc1nc3ccccc3n1Cc1ccccc1)N2 | -21%
O=C(OCC#CCSc1nnc(-c2cccc3ccccc23)o1)c1sc2ccccc2c1Cl | 3%
COc1cc(F)cc(F)c1[S+](=O)([O-])N1CCN([S+](=O)([O-])c2ccc3c(c2)OCCO3)CC1 | -2%
COc1ccc(C2c3c(N)nc(CCc4ccccc4)nc3Oc3ccc4ccccc4c32)cc1OC (stereo not drawn) | ?
N=c1c2c(ccn1CCCCc1ccccc1)Oc1ccc3ccccc3c1C2c1ccccc1 (stereo not drawn) | ?
COc1cc(-c2ccc3ncnc(NCc4ccc(C)o4)c3c2)cc(OC)c1OC | 50µM*
Cc1cc2c(s1)c1cnn(Cc3ccccc3Cl)c(=O)c1n2C | -16%
O=S(=O)(c1ccc2c(c1)OCCCO2)N1CCN(S(=O)(=O)c2c(F)cccc2F)CC1 | -14%
NC(N)=NCCC[C@H](NC(=O)CNC(=O)c1ccccc1)C(=O)Nc1cc(C(F)(F)F)ccc1Cl | -30%
Cc1nc2ccccn2c1P(=O)(c1ccccc1)c1ccccc1 | -24%
Cc1ccc(NS(=O)(=O)c2cc3c(cc2Br)NC(=O)CO3)cc1C | -13%
CCn1cnc2c(Nc3cc(F)cc(F)c3)nc(C(=O)COc3c(F)c(F)cc(F)c3F)nc21 | -16%
CC1(C)N=C(Nc2nc3ccccc3o2)NC2=C1C(=O)CCC2 | -30%
Cc1nc(-c2ccc(S(=O)(=O)Nc3ccc(C)c(C)c3)s2)cs1 | -17%
O=C1c2ccccc2C(=O)N1Cc1ccccc1 | 23%
Cc1cc(C)n2ncc(C(=O)N3CCCC3)c2n1 | -14%
N#CC1=C(NC=NCc2ccccc2)Oc2ccc3ccccc3c2C1c1ccccc1 (stereo not drawn) | -30%
O=S(=O)(c1ccc2c(c1)OCCO2)N1CCN(S(=O)(=O)c2cccc[n+]2[O-])CC1 | -3%
COc1cccc(C2c3c(ncn(Cc4cccs4)c3=N)Oc3ccc4ccccc4c32)c1 (stereo not drawn) | ?
Cc1cc(C)n2ncc(C(=O)NCC(C)C)c2n1 | 1%
O=C(O)Cc1cc(F)c(S(=O)(=O)N2CCN(S(=O)(=O)c3ccc4c(c3)OCCO4)CC2)cc1F | -35%
O=[S+]([O-])(c1ccc(OC(F)(F)F)cc1)N1CCN([S+](=O)([O-])c2ccc3c(c2)OCCO3)CC1 | -25%
Cc1ccc(S(=O)(=O)N2CCN(c3nc(C#N)nc4ccccc34)CC2)cc1 | -11%
Oc1ccc(CNc2ccc(F)cc2Cl)c2cccnc12 | 56µM*
CC(=O)Nc1cccc(OC2=NS(=O)(=O)c3ccccc32)c1 | ?
O=C(Cc1nnc(CNC(=O)c2ccccc2)o1)Nc1cc(C(F)(F)F)ccc1Cl | -8%
Cc1cc2c(s1)c1cnn(Cc3cc(C(F)(F)F)ccc3F)c(=O)c1n2C | -29%
Cc1ccc(S(=O)(=O)NC(N)=NCCC[C@@H](NC(=O)CNC(=O)c2ccccc2)C(=O)Nc2cc(C(F)(F)F)ccc2Cl)cc1 | ?
Cc1c(P(=S)(c2ccccc2)c2ccccc2)[n+]2ccccc2n1C/C=C/c1ccccc1 | -27%
COc1cc(F)c(S(=O)(=O)N2CCCN(S(=O)(=O)c3ccc4c(c3)OCCO4)CC2)c(F)c1 | -16%
CC(=O)N1CCCc2cc(S(=O)(=O)Nc3ccc(C)c(C)c3)ccc21 | -18%
O=C(NCc1ccc(F)cc1)n1c(-c2ccccc2)c(P(=S)(c2ccccc2)c2ccccc2)c2ccccc21 | -12%
O=C1CCc2cc(S(=O)(=O)Nc3ccc(Cl)c(Cl)c3)ccc2N1 | -13%
CC(=O)Nc1cccc(S(=O)(=O)N2CCN(S(=O)(=O)c3c(F)cccc3F)CC2)c1 | -21%
COc1ccc(CN(Cc2ccccc2)C(=O)c2ccc(OC)cc2O)cc1 | -35%
O=C(O)CN1C(=O)/C(=C/c2ccc(-c3cccc(Cl)c3)o2)SC1=S | ?
Cc1cc(C)n2ncc(C(=O)Nc3ccc4c(c3)CCC4)c2n1 | -9%
O=C(OCC#CCSc1nnc(-c2ccc(Cl)cc2)o1)c1ccc(F)cc1 | 18%
N#Cc1nc(Nc2ccc(C(F)(F)F)cc2)nc(NC2CCCC2)n1 | -12%
Cc1cc2c(s1)c1cnn(Cc3c(Cl)cccc3Br)c(=O)c1n2C | -5%
O=C1CCc2cc(S(=O)(=O)Nc3cccc(C(F)(F)F)c3)ccc2N1 | -10%
COc1ccc(-c2ccc3ncnc(NCc4cccs4)c3c2)cc1 | -21%
O=C(c1ccccc1O)N(Cc1cccs1)Cc1cccs1 | -22%
O=C(CNC(=O)c1ccc(C(F)(F)F)cc1)OC(C(=O)Nc1cc(C(F)(F)F)ccc1Cl)c1ccccc1 (stereo not drawn) | -19%
O=S(=O)(c1ccc2c(c1)OCCO2)N1CCN(S(=O)(=O)c2ccc(F)c(F)c2F)CC1 | -10%
Cc1ccc(NS(=O)(=O)c2ccc3c(c2)CCC(=O)N3)cc1Cl | ?
O=C1CCCC2=C1C1(CCCC1)N=C(Nc1nc3cc(Br)ccc3o1)N2 | -23%
Later entries.
SMILES | JMJD2A Tudor
N#Cc1nc(Nc2cccc([N+](=O)[O-])c2)nc(NC2CCCC2)n1 | ?
COc1ccc(C2c3ccc(OCc4ccccc4)cc3Oc3ncn(CCN4CCOCC4)c(=N)c32)cc1OC (stereo not drawn) | ?
O=C(OCC#CCSc1nnc(-c2ccc3ccccc3c2)o1)c1cccs1 | -1%
O=C1CCc2cc(S(=O)(=O)Nc3ccc4ccccc4c3)ccc2N1 | -22%
Cc1c(P(=S)(c2ccccc2)c2ccccc2)c2ccccc2n1C(=O)Cc1ccccc1 | -7%
O=C(Nc1cc(C(F)(F)F)ccc1Cl)[C@H](O)CCc1ccccc1 | 26%
Cc1cc2c(s1)c1cnn(Cc3ccc(F)c(F)c3)c(=O)c1n2C | -12%
C=Cc1cc(F)c(S(=O)(=O)N2CCN(S(=O)(=O)c3ccc4c(c3)OCCO4)CC2)cc1F | -8%
COc1ccccc1NC(=O)C(OC(=O)CNC(=O)c1ccccc1)c1ccccc1 (stereo not drawn) | -19%
COc1ccc(S(=O)(=O)NC2CCN(C#N)CC2)cc1 | -3%
CCC(=O)NC(c1ccc(C)s1)c1cc(Cl)c2cccnc2c1O (stereo not drawn) | -23%
Cc1cc2c(s1)c1cnn(Cc3ccc(Cl)c(Cl)c3)c(=O)c1n2C | -30%
Cc1cc2c(s1)c1cnn(Cc3c(C)cc(F)cc3C)c(=O)c1n2C | -16%
O=C(OCC#CCSc1nnc(-c2cccc3ccccc23)o1)c1csc2ccccc12 | 9%
COc1ccc(C2Nc3ccccc3C(=O)N2Cc2ccco2)cc1COc1cccc(NC(C)=O)c1 (stereo not drawn) | 50µM*
O=C1Cc2cc(S(=O)(=O)N3CCN(c4ccc(O)cc4)CC3)ccc2N1 | 126µM*
COc1cccc(C2c3c(ncn(-c4ccc(C(C)(C)C)cc4)c3=N)Oc3ccc4ccccc4c32)c1 (stereo not drawn) | ?
COc1ccc(C2=Nn3c(nnc3-c3ccccc3OC)SC2)cc1 | -12%
O=C(NCCCc1cnc[nH]1)NCCCN(Cc1ccc(Cl)c(Cl)c1)c1ccc(Br)cn1 | 50µM*
CC(C)(C)OC(=O)NCc1nnc(-c2nc3ccccc3[nH]2)o1 | -32%
O=C(O)c1ccc(-c2cccc(-c3nn4c(=O)cc(N5CCNCC5)nc4s3)c2)cc1 | ?
CC(=O)Nc1ccc(S(=O)(=O)Nc2ccc(C)c(C)c2)cc1 | -5%
Cc1ccc(NS(=O)(=O)c2cc3c(cc2N(C)C)NC(=O)CC3)cc1C | ?
N=c1c2c(ccn1-c1ccccc1)Oc1ccc3ccccc3c1C2c1ccccc1 (stereo not drawn) | 40µM*
Cc1nc(CNc2ncnc3ccc(-c4ccc5c(c4)OCO5)cc23)cs1 | 79µM*
N#Cc1nc(NCc2ccc(Cl)c(Cl)c2)c2ncn(CCCO)c2n1 | -21%
Cc1ccsc1CN(C)c1ncnc2ccc(-c3ccc4c(c3)OCO4)cc12 | -32%
N#Cc1nc(Nc2cc(F)cc(F)c2)c2ncn(CCCO)c2n1 | -7%
N#Cc1nc(Nc2cc(F)cc(F)c2)c2ncn(C3CCCC3)c2n1 | -3%
O=[S+]([O-])(c1c(F)cccc1F)N1CCN([S+](=O)([O-])c2c(F)c(F)c(F)c(F)c2F)CC1 | -8%

A draw from above in order of molar mass, rising:
SMILES | JMJD2A Tudor
COc1ccc(S(=O)(=O)NC2CCN(C#N)CC2)cc1 | -3%
CC(C)(C)OC(=O)NCc1nnc(-c2nc3ccccc3[nH]2)o1 | -32%
CC(=O)Nc1ccc(S(=O)(=O)Nc2ccc(C)c(C)c2)cc1 | -5%
N#Cc1nc(Nc2cc(F)cc(F)c2)c2ncn(C3CCCC3)c2n1 | -3%
Cc1cc2c(s1)c1cnn(Cc3ccc(F)c(F)c3)c(=O)c1n2C | -12%
COc1ccc(C2=Nn3c(nnc3-c3ccccc3OC)SC2)cc1 | -12%
Cc1cc2c(s1)c1cnn(Cc3c(C)cc(F)cc3C)c(=O)c1n2C | -16%
O=C(Nc1cc(C(F)(F)F)ccc1Cl)[C@H](O)CCc1ccccc1 | 26%
CCC(=O)NC(c1ccc(C)s1)c1cc(Cl)c2cccnc2c1O (stereo not drawn) | -23%
O=C1Cc2cc(S(=O)(=O)N3CCN(c4ccc(O)cc4)CC3)ccc2N1 | 126µM*
Cc1nc(CNc2ncnc3ccc(-c4ccc5c(c4)OCO5)cc23)cs1 | 79µM*
N#Cc1nc(NCc2ccc(Cl)c(Cl)c2)c2ncn(CCCO)c2n1 | -21%
Cc1cc2c(s1)c1cnn(Cc3ccc(Cl)c(Cl)c3)c(=O)c1n2C | -30%
Cc1ccsc1CN(C)c1ncnc2ccc(-c3ccc4c(c3)OCO4)cc12 | -32%
N=c1c2c(ccn1-c1ccccc1)Oc1ccc3ccccc3c1C2c1ccccc1 (stereo not drawn) | 40µM*
COc1ccccc1NC(=O)C(OC(=O)CNC(=O)c1ccccc1)c1ccccc1 (stereo not drawn) | -19%
O=C(O)c1ccc(-c2cccc(-c3nn4c(=O)cc(N5CCNCC5)nc4s3)c2)cc1 | ?
O=C(OCC#CCSc1nnc(-c2cccc3ccccc23)o1)c1csc2ccccc12 | 9%
Cc1c(P(=S)(c2ccccc2)c2ccccc2)c2ccccc2n1C(=O)Cc1ccccc1 | -7%
C=Cc1cc(F)c(S(=O)(=O)N2CCN(S(=O)(=O)c3ccc4c(c3)OCCO4)CC2)cc1F | -8%
COc1cccc(C2c3c(ncn(-c4ccc(C(C)(C)C)cc4)c3=N)Oc3ccc4ccccc4c32)c1 (stereo not drawn) | ?
O=[S+]([O-])(c1c(F)cccc1F)N1CCN([S+](=O)([O-])c2c(F)c(F)c(F)c(F)c2F)CC1 | -8%
COc1ccc(C2Nc3ccccc3C(=O)N2Cc2ccco2)cc1COc1cccc(NC(C)=O)c1 (stereo not drawn) | 50µM*
O=C(NCCCc1cnc[nH]1)NCCCN(Cc1ccc(Cl)c(Cl)c1)c1ccc(Br)cn1 | 50µM*

Remaining list, next part.
SMILES | JMJD2A Tudor
O=C1c2ccccc2C(=O)N1c1cncc2ccccc12 | -28%
CC(C)(C)OC(=O)NCC(=O)NNC(=O)c1cc2ccccc2[nH]1 | ?
O=C(CNC(=O)c1cccc(Cl)c1)OC(C(=O)Nc1cc(C(F)(F)F)ccc1Cl)c1ccccc1 (stereo not drawn) | -21%
Nc1cccc(S(=O)(=O)N2CCCN(S(=O)(=O)c3ccc4c(c3)OCCO4)CC2)c1 | ?
N#Cc1nc(Nc2ccc3ccccc3c2)nc(NC2CCCC2)n1 | -16%
N#Cc1nc(Nc2cccc(F)c2)nc(NC2CCCC2)n1 | 1%
O=[S+]([O-])(c1ccc2c(c1)OCCO2)N1CCN([S+](=O)([O-])c2c(F)cc(Br)cc2F)CC1 | -10%
O=C1CCCC2=C1C1(CCSCC1)N=C(Nc1nc3ccccc3o1)N2 | -13%
COc1cccc(S(=O)(=O)N2CCN(S(=O)(=O)c3ccc4c(c3)OCCO4)CC2)c1 | -15%&-15%
CN(C)CCCNc1ncnc2ccc(-c3ccc4c(c3)OCO4)cc12 | -11%
CN1C(=O)Cc2cc([S+](=O)([O-])N3CCN([S+](=O)([O-])c4c(F)cccc4F)CC3)ccc21 | -27%
COc1cc(F)c(S(=O)(=O)N2CCN(S(=O)(=O)c3cccc(N)c3)CC2)c(F)c1 | -1%
O=S1(=O)N=C(OCc2ccccc2)c2ccccc21 | -19%
COc1ccc(C2NC(=O)c3ccccc3N2)cc1COc1ccc(NC(C)=O)cc1 (stereo not drawn) | -13%
